FBW7 act: FBW7 E3 ligase activators, primary screen, biochemical, AlphaScreen, human | AlphaScreen FBW7–phospho-cyclin E peptide binding, activator screen | AID 1259310, 2017 | normalized activity (activation), % at 26.1 µM | F-box/WD repeat-containing protein 7 (Homo sapiens), Q969H0 | 650,000 compounds, 0.13% hits; in the data active means normalized activity above about 1.9%;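 further: purified mutant Fbw7 with reduced substrate affinity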
Target sequence (Q969H0 whole entry, looked up): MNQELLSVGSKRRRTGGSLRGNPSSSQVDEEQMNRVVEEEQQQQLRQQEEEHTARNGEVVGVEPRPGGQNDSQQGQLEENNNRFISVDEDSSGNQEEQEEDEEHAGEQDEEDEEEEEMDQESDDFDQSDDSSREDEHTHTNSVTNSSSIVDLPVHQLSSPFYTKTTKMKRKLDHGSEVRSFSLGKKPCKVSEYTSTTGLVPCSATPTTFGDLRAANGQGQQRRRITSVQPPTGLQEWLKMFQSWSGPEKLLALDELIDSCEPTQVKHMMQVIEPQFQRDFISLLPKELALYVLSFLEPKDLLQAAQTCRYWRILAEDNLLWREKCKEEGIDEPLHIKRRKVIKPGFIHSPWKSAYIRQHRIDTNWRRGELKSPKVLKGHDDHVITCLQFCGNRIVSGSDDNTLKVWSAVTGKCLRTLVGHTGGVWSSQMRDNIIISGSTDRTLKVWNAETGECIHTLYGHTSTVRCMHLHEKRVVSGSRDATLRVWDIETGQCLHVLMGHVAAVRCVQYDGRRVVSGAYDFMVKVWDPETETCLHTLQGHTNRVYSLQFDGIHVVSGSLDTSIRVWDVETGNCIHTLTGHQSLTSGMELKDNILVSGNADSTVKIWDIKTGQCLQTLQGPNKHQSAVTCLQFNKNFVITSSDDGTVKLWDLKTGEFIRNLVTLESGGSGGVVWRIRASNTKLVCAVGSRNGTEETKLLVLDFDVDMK
TEAD-YAP inh: TEAD-YAP interaction inhibition, primary screen, TEAD-YAP interaction inhibitor project, luminescence, HEK-TIYL cells. TEAD-Gal4/YAP UAS-luciferase luminescence. inhibition, % at 9.12 µM. 640,000 compounds, 1.4% hits; in the data active means inhibition above about 32%;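 further: 0% = median of test compound wells and 100% = reference inhibitor wells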
MITF primary: MITF inhibitors, primary screen, biochemical, AlphaScreen, human; inhibition, % at 2.6 µM; AlphaScreen MITF homodimerization, bead proximity signal; AID 1259374, 2018; Microphthalmia-associated transcription factor (Homo sapiens), O75030; 650,000 compounds, 0.91% hits; in the data active means inhibition above about 50%;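 further: 0% = vehicle wells with protein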
GPR151 ag: activators of human GPR151, primary screen, cell-based, PathHunter beta-arrestin, luminescence | PathHunter beta-arrestin GPR151 cells | activation, % at 11.2 µM | 650,000 compounds, 1% hits | AID 1508602, 2020; in the data active means activation above about 4.9%;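 further: 0% = median of compound wells and 100% = cells with positive control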
Target sequence (Q8TDV0 whole entry, looked up): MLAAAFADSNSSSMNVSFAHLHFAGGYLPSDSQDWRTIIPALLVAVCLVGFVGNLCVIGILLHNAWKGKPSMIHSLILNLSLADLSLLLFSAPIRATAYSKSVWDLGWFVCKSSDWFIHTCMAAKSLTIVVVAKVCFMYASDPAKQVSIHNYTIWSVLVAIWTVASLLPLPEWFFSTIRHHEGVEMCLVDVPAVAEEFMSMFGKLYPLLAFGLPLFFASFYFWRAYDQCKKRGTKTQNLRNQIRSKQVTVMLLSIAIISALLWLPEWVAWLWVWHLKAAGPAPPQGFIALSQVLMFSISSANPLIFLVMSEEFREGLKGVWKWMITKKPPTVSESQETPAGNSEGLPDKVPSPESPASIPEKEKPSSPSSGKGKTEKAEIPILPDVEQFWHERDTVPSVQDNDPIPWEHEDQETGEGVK
* marks the source's active call; other numbers are inactive results.

How did COc1ccc(OC)c(-n2cnc3cc(C(=O)NCCc4ccc(Cl)cc4)ccc32)c1 do in these assays?
FBW7 act: 0.1; TEAD-YAP inh: 0; MITF primary: 15; GPR151 ag: 2.1

What do the screens show for `Cn1cnnc1SCC(=O)Nc1ccccc1C(F)(F)F`?
FBW7 act: 0.1; TEAD-YAP inh: 3; MITF primary: 7; GPR151 ag: 0.8

Results for Cc1[nH]c2ccccc2c1CCN1C(=O)CCC1=O ?
FBW7 act: 0.2; TEAD-YAP inh: -7; MITF primary: -9; GPR151 ag: -0.4

What do the screens show for `CCN(CC)C(=O)CN(c1cc(Cl)ccc1OC)S(C)(=O)=O`?
FBW7 act: 0.2; TEAD-YAP inh: -11; MITF primary: -6; GPR151 ag: 0.6

What do the screens show for `N#C/C(=C\c1ccc(-c2ccc(S(=O)(=O)N3CCOCC3)cc2)o1)C(=O)NC1CC1`?
FBW7 act: 0.1; TEAD-YAP inh: 15; MITF primary: -3; GPR151 ag: -0.9

What do the screens show for `C/C(=C/c1ccccc1)C(=O)Nc1ccc2nc(N3CCCCC3)cc(C)c2c1`?
FBW7 act: -0.2; TEAD-YAP inh: 4; MITF primary: 10; GPR151 ag: -0.6

What do the screens show for `OCCC1CN(Cc2cc3ccccc3o2)CCN1Cc1ccc(F)cc1` (centres undefined)?
FBW7 act: 0.0; TEAD-YAP inh: 14; MITF primary: -1; GPR151 ag: -0.3

How did OCCNCc1ccccc1OCc1ccc(Cl)cc1 do in these assays?
FBW7 act: -0.1; TEAD-YAP inh: 9; MITF primary: 5; GPR151 ag: -0.1

What do the screens show for `COc1cccc(NC(=O)CSc2nnc(-c3ccncc3)n2C2CCCCC2)c1`?
FBW7 act: 0.0; TEAD-YAP inh: 10; MITF primary: 11; GPR151 ag: -0.8

What do the screens show for `Cn1ccnc1SCC(=O)Nc1ccc(Br)cc1C(F)(F)F`?
FBW7 act: -0.1; TEAD-YAP inh: -18; MITF primary: 10; GPR151 ag: 0.1

How did Cc1ccc(NC(=O)C(=O)NCC(c2ccc3c(c2)OCO3)N2CCOCC2)cc1 (centres undefined) do in these assays?
FBW7 act: 0.0; TEAD-YAP inh: 5; MITF primary: -2; GPR151 ag: -0.2

What do the screens show for `Cc1cc(CN2C(=O)C(F)(F)Oc3ncccc32)no1`?
FBW7 act: -0.1; TEAD-YAP inh: 1; MITF primary: 22; GPR151 ag: -1.0

How did COc1cc(OC)cc(C(=O)NN2C(=O)N(c3ccc(F)cc3)C(=O)C2CC(N)=O)c1 (centres undefined) do in these assays?
FBW7 act: -0.1; TEAD-YAP inh: -7; MITF primary: 3; GPR151 ag: -0.4

What do the screens show for `O=C(c1cccs1)N1CCN=C1SCc1c(F)cccc1Cl`?
FBW7 act: 0.2; TEAD-YAP inh: 6; MITF primary: -4; GPR151 ag: -1.8

What do the screens show for `O=C(O)c1ccc(Nc2ccc3[nH]ncc3c2)nc1`?
FBW7 act: 0.0; TEAD-YAP inh: 11; MITF primary: 5; GPR151 ag: -1.7

In the list so far, these have a CF3 group:
What do the screens show for `Cn1cnnc1SCC(=O)Nc1ccccc1C(F)(F)F`?
FBW7 act: 0.1; TEAD-YAP inh: 3; MITF primary: 7; GPR151 ag: 0.8

What do the screens show for `Cn1ccnc1SCC(=O)Nc1ccc(Br)cc1C(F)(F)F`?
FBW7 act: -0.1; TEAD-YAP inh: -18; MITF primary: 10; GPR151 ag: 0.1

(list continues)
What do the screens show for `O=C(N/N=C1/C(=O)c2cccc3cccc1c23)c1cccc(S(=O)(=O)N2CCOCC2)c1`?
FBW7 act: 0.0; TEAD-YAP inh: -2; MITF primary: 1; GPR151 ag: 0.1

What do the screens show for `O=C(CCC(=O)N1CCc2ccccc2C1)Nc1nc(-c2cc3cc(Br)ccc3oc2=O)cs1`?
FBW7 act: -0.1; TEAD-YAP inh: 3; MITF primary: -5; GPR151 ag: -1.2

What do the screens show for `O=C(COc1ccc(Br)cc1)N1CCCCC1`?
FBW7 act: 0.3; TEAD-YAP inh: -21; MITF primary: 9; GPR151 ag: 0.5

Results for CCOC(=O)c1oc2ccccc2c1NC(=O)COc1ccc(C)cc1 ?
FBW7 act: 0.0; TEAD-YAP inh: 11; MITF primary: 10; GPR151 ag: -0.1

What do the screens show for `CSc1ncc(C(=O)Nc2cccc(Cl)c2)c(C)n1`?
FBW7 act: 0.1; TEAD-YAP inh: 4; MITF primary: 7; GPR151 ag: -0.4

What do the screens show for `COC(=O)c1cc2ccsc2n1Cc1nc(-c2ccc(OC)cc2)oc1C`?
FBW7 act: 0.4; TEAD-YAP inh: -8; MITF primary: -3; GPR151 ag: -0.7

Results for COc1ccc(-c2cnc3ccc(NC4CCOCC4)nn23)cc1 ?
FBW7 act: -0.2; TEAD-YAP inh: 0; MITF primary: -12; GPR151 ag: 0.2

What do the screens show for `CC(NC(=O)CSc1nnc(C(F)(F)F)n1C)C12CC3CC(CC(C3)C1)C2` (centres undefined)?
FBW7 act: 0.3; TEAD-YAP inh: 5; MITF primary: 19; GPR151 ag: -2.3

How did CC1CCCCN1C(=O)c1cccc(F)c1F (centres undefined) do in these assays?
FBW7 act: -0.1; TEAD-YAP inh: -7; MITF primary: 0; GPR151 ag: 0.1

What do the screens show for `N#Cc1c(-c2ccccc2)cc(-c2ccccc2)nc1SCC(=O)Nc1ccc(S(N)(=O)=O)cc1`?
FBW7 act: 0.3; TEAD-YAP inh: 4; MITF primary: 7; GPR151 ag: -0.7

How did CCOC(=O)C1=C(C)n2c(s/c(=C/c3ccc(O)cc3)c2=O)=NC1c1ccc(O)c(OC)c1 (centres undefined) do in these assays?
FBW7 act: -0.1; TEAD-YAP inh: -1; MITF primary: -3; GPR151 ag: 1.0

How did Cc1nonc1NC(=O)c1ccccc1[N+](=O)[O-] do in these assays?
FBW7 act: 0.2; TEAD-YAP inh: 3; MITF primary: 20; GPR151 ag: 0.8

How did CCOC(=O)c1c(Cl)nc(Cl)c([N+](=O)[O-])c1Cl do in these assays?
FBW7 act: -0.1; TEAD-YAP inh: 6; MITF primary: 9; GPR151 ag: 0.8

Results for Cc1c(CNC(=O)c2cnn3c(C(F)(F)F)cc(-c4ccccc4)nc23)cnn1C ?
FBW7 act: 0.1; TEAD-YAP inh: 7; MITF primary: 25; GPR151 ag: 0.5

What do the screens show for `CCn1c(=O)[nH]c2c(C(N)=O)nc(-c3ccncc3)nc21`?
FBW7 act: 0.2; TEAD-YAP inh: 2; MITF primary: 1; GPR151 ag: 0.6

Among those listed so far, these contain two or more sulfur atoms:
What do the screens show for `O=C(c1cccs1)N1CCN=C1SCc1c(F)cccc1Cl`?
FBW7 act: 0.2; TEAD-YAP inh: 6; MITF primary: -4; GPR151 ag: -1.8

What do the screens show for `N#Cc1c(-c2ccccc2)cc(-c2ccccc2)nc1SCC(=O)Nc1ccc(S(N)(=O)=O)cc1`?
FBW7 act: 0.3; TEAD-YAP inh: 4; MITF primary: 7; GPR151 ag: -0.7

(listing goes on)
Results for Cc1nc2cc(NCc3ccc(Cl)cc3)ccc2n1C ?
FBW7 act: -0.4; TEAD-YAP inh: -42; MITF primary: -1; GPR151 ag: -3.2

Results for CCOC(=O)n1c(SCC(N)=O)nc2ccccc21 ?
FBW7 act: -0.1; TEAD-YAP inh: 8; MITF primary: -6; GPR151 ag: 1.0

What do the screens show for `COCCNc1cc(-c2cccnc2)nc(-c2ccncc2)n1`?
FBW7 act: -0.2; TEAD-YAP inh: 11; MITF primary: -1; GPR151 ag: 0.9

What do the screens show for `CSc1ccc(/C=C(\C#N)C(=O)NC2CCCCC2)cc1`?
FBW7 act: -0.4; TEAD-YAP inh: 15; MITF primary: 4; GPR151 ag: 0.6

How did O=c1c2ccc(Cl)cc2[nH]c(=S)n1CCC1=CCCCC1 do in these assays?
FBW7 act: 0.0; TEAD-YAP inh: 2; MITF primary: 11; GPR151 ag: 1.0

What do the screens show for `COc1cccc(CNC(=O)c2cc(C)nc3ccccc23)c1`?
FBW7 act: -0.2; TEAD-YAP inh: -5; MITF primary: -2; GPR151 ag: 1.3

Results for COc1ccc(NC(=O)c2cc3cc(Br)ccc3oc2=O)c(OC)c1 ?
FBW7 act: -0.1; TEAD-YAP inh: -9; MITF primary: 3; GPR151 ag: 0.3

What do the screens show for `CCN1CCN(C(=O)c2nn(-c3ccc(C)cc3)c(=O)c3c2c2ccccc2n3C)CC1`?
FBW7 act: -0.1; TEAD-YAP inh: 4; MITF primary: 1; GPR151 ag: 0.8

Results for Clc1ccc2nc(C3CCN(Cc4nnnn4Cc4cccs4)CC3)[nH]c2c1 ?
FBW7 act: -0.1; TEAD-YAP inh: 36*; MITF primary: 12; GPR151 ag: -0.9

Results for CCOC(=O)c1ccc(-c2ccc(C=C3C(=O)N(C)C(=S)N(C)C3=O)o2)cc1 ?
FBW7 act: -0.2; TEAD-YAP inh: -34; MITF primary: 0; GPR151 ag: -2.2

Results for COc1ccccc1NC(=S)N1CCN(c2ccccn2)CC1 ?
FBW7 act: 0.1; TEAD-YAP inh: 7; MITF primary: 8; GPR151 ag: 1.5

Results for COC(=O)c1c(C)oc2ccc(OC(=O)c3cccc(OC)c3)cc12 ?
FBW7 act: 0.1; TEAD-YAP inh: 6; MITF primary: 8; GPR151 ag: -1.5

Results for O=C(O)CCC(=O)Nc1nc2ccc([N+](=O)[O-])cc2s1 ?
FBW7 act: -0.1; TEAD-YAP inh: -6; MITF primary: 0; GPR151 ag: -1.2

What do the screens show for `O=C(c1ccccc1)c1ccc(OCCCCN2CCOCC2)cc1`?
FBW7 act: 0.6; TEAD-YAP inh: -3; MITF primary: 48; GPR151 ag: -1.8

How did Cc1cccc(NC(=O)C(=O)NCCc2ccc(S(N)(=O)=O)cc2)c1C do in these assays?
FBW7 act: -0.3; TEAD-YAP inh: -14; MITF primary: -3; GPR151 ag: 0.9

What do the screens show for `CCC(=O)Nc1nnc(COc2ccc(C(C)(C)C)cc2)s1`?
FBW7 act: 0.2; TEAD-YAP inh: -5; MITF primary: 8; GPR151 ag: -0.6

Results for O=C(CNC(=O)c1cccc(F)c1)N=Nc1c(O)[nH]c2ccc([N+](=O)[O-])cc12 ?
FBW7 act: 0.1; TEAD-YAP inh: -12; MITF primary: 3; GPR151 ag: 0.1

How did O=C(Nc1ccc(Br)cc1)c1ccc(Br)c(S(=O)(=O)NC2CCCCC2)c1 do in these assays?
FBW7 act: 0.0; TEAD-YAP inh: 4; MITF primary: 6; GPR151 ag: 0.1

What do the screens show for `CCN(C(=O)C(C)C)c1nnc(-c2ccncc2)s1`?
FBW7 act: -0.2; TEAD-YAP inh: -4; MITF primary: -9; GPR151 ag: 0.7

What do the screens show for `O=C1NC(N2CCOCC2)=N/C1=C/c1ccc2c(c1)OCO2`?
FBW7 act: 0.0; TEAD-YAP inh: -15; MITF primary: 5; GPR151 ag: 9.4*

How did CN(C)c1ncc(CN2CCC(n3nccc3NC(=O)C(C)(C)C)CC2)s1 do in these assays?
FBW7 act: -0.1; TEAD-YAP inh: 5; MITF primary: -1; GPR151 ag: 0.0

How did CCOc1ccc2nc(NC(=O)CN3C(=S)NC(C)(C)CC3C)sc2c1 (centres undefined) do in these assays?
FBW7 act: 0.0; TEAD-YAP inh: 6; MITF primary: 1; GPR151 ag: 0.3

What do the screens show for `N#Cc1c(N2CCCCC2)ncc2c(=O)c3ccccc3[nH]c12`?
FBW7 act: 0.1; TEAD-YAP inh: -43; MITF primary: -6; GPR151 ag: -1.2

What do the screens show for `O=C(c1cc(=O)c2ccccc2o1)N1CCc2ccccc21`?
FBW7 act: 0.1; TEAD-YAP inh: -28; MITF primary: 23; GPR151 ag: -2.5

How did COCc1cccc(-c2ccc(C(=O)NCCc3ccccn3)c(NCC3CC3)n2)c1 do in these assays?
FBW7 act: 1.1; TEAD-YAP inh: -27; MITF primary: 15; GPR151 ag: 0.1

What do the screens show for `O=C(NCc1ccccc1)C1CCN(c2ccc(Nc3ccncn3)nn2)CC1`?
FBW7 act: -0.1; TEAD-YAP inh: -6; MITF primary: -8; GPR151 ag: 1.3

How did Cc1ccnc(NS(=O)(=O)c2cccc3nsnc23)c1 do in these assays?
FBW7 act: -0.1; TEAD-YAP inh: -3; MITF primary: -9; GPR151 ag: 0.2

Results for CCn1cc(C(=O)N2CCN(Cc3ccco3)C[C@@H]2C(C)C)c(C)n1 ?
FBW7 act: 0.1; TEAD-YAP inh: 4; MITF primary: -20; GPR151 ag: 0.7

What do the screens show for `CCCc1cc2c(=O)c(-c3ccc4c(c3)OCCCO4)coc2cc1OC(C)=O`?
FBW7 act: -0.1; TEAD-YAP inh: -50; MITF primary: 7; GPR151 ag: -0.1

Results for S=c1oc(-c2ccc(Br)cc2)nn1CN1CCOCC1 ?
FBW7 act: 0.3; TEAD-YAP inh: 3; MITF primary: 1; GPR151 ag: -0.1

Results for COc1cccc(C(=O)NCc2cn(C)nc2C)c1OC ?
FBW7 act: 0.2; TEAD-YAP inh: -9; MITF primary: -3; GPR151 ag: 0.0

Results for COc1ccccc1C(=O)Nn1c(-c2cccs2)nc2ccccc2c1=O ?
FBW7 act: 0.3; TEAD-YAP inh: 7; MITF primary: -3; GPR151 ag: 0.2

How did N#CC1=C(N)Oc2cc(O)ccc2C1c1cccc(C(F)(F)F)c1 (centres undefined) do in these assays?
FBW7 act: -0.1; TEAD-YAP inh: -12; MITF primary: 1; GPR151 ag: -0.5

What do the screens show for `Cc1ccc2cc(C)c(NCCO)nc2c1`?
FBW7 act: 0.3; TEAD-YAP inh: 1; MITF primary: 21; GPR151 ag: 0.1

Outcome played no part in choosing rows. Share with any hit: about 3.4%.
